Pin1 inhibitor: inhibitors of human Pin1; Q13526; Pin1 FP peptide displacement, HiFluor488, 10 min; Potency, µM (highest dose often 115 µM), without a hit: top-dose activity, negative = inhibition, usual class: inhibitors; 0.009% of 390,000 active; active = well fitted inhibition curve with a large enough effect in the polarisation, with a control signal flat, not every such curve was filed as active; inconclusive = small, poorly fitted or top-dose-only effect, or effect the other way, or a change in a side signal; inactive = no such curve, though single readings can be large or run the other way; the % refers to the polarisation; note: potency is the fitted concentration of half-maximal effect; % is set by controls: 0 for no effect and ±100 for the full control effect
Target sequence (Q13526 whole entry, looked up): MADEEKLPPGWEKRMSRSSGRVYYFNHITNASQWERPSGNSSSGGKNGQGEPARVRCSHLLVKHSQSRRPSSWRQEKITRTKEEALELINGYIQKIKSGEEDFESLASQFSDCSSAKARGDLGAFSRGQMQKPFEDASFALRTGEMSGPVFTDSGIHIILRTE
TrxR1 inh: blocks rat thioredoxin reductase 1; Potency, µM (doses to about 114 µM), for the others: at the top dose activity change, negative = inhibition, actives largely listed as inhibitors; AID 588453; 1% of 390,000 active; O89049; recombinant rTrxR1, NADPH fluorescence consumption, selenite substrate; note: potency is the fitted concentration of half-maximal effect; % is set by controls: 0 for no effect and ±100 for the full control effect; nearly all actives have a fitted effect of over 65% in size
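Rat TrxR1 (90 nM in the dispensed reagent) was pre-reduced with 400 uM NADPH for 5 min at room temperature, then incubated with compound for 15 min. After 400 uM selenite was added, NADPH fluorescence (Ex 340/Em 450 nm) was followed for 8 min.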
USP1 inh: blocks the human USP1/UAF1 deubiquitinase complex; 0.23% of 390,000 active; AID 743255; Potency, µM (top dose mostly 57.1 µM), without a hit: at the highest dose activity change, negative = inhibition, usual class: inhibitors; recombinant USP1/UAF1, Ub-Rhodamine cleavage fluorescence; O94782; note: potency is the fitted concentration of half-maximal effect; % is set by controls: 0 for no effect and ±100 for the full control effect; nearly all actives have a fitted effect of over 60% in size; inactives centre near -12
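USP1/UAF1 complex at 1 nM was preincubated with compound for 15 min at room temperature, then Ub-Rho substrate (150nM final) was added. Fluorescence (480/540 nm) was read kinetically, 6 reads every 60 seconds.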
TrxR1 substrate: is turned over as a substrate by rat TrxR1; O89049; purified TrxR1 substrate turnover, NADPH consumption readout; Potency, µM (highest dose often 114 µM), inactives show at the highest dose activity change, negative = substrate turnover; 0.01% of 390,000 active; note: potency is the fitted concentration of half-maximal effect; % is set by controls: 0 for no effect and ±100 for the full control effect; nearly all actives have a fitted effect of over 50% in size
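Rat TrxR1, dispensed at 90 nM, was prereduced with 400 uM NADPH (final) for 5 min at ~22 deg C, then incubated with compound 15 min before 400 uM selenite. A first-read NADPH fluorescence drop versus no-compound background flagged substrates.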
GLS inhibitor: inhibitors of human glutaminase (GLS). 0.21% of 410,000 active. GLS enzymatic activity, qHTS titration. O94925. Potency, µM (doses to about 45.5 µM), without a hit: at the highest dose activity change, negative = inhibition, usual class: inhibitors; note: potency is the fitted concentration of half-maximal effect; % is set by controls: 0 for no effect and ±100 for the full control effect
Target sequence (O94925 whole entry, looked up): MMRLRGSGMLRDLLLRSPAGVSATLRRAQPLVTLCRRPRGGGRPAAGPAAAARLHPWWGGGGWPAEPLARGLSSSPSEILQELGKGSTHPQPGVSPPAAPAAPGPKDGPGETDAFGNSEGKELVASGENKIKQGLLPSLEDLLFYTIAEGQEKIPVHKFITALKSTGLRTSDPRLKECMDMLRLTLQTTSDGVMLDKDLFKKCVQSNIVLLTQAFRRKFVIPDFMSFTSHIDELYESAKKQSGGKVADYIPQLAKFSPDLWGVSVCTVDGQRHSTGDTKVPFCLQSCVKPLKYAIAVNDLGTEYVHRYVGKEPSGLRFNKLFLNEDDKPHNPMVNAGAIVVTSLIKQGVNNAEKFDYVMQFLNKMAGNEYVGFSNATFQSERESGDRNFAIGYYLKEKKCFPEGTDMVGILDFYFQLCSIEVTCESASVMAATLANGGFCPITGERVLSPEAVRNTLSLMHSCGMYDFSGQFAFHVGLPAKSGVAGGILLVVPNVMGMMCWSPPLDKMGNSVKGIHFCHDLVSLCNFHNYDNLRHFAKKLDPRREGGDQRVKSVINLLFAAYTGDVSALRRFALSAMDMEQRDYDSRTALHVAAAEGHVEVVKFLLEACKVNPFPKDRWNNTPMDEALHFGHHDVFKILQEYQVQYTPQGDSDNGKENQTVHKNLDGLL
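Compounds were pin-transferred onto hKGA, after which L-glutamine (1 mM solution) and a detection mix of glutamate oxidase, HRP and Amplex Red were added. Initial and 30 min RT fluorescence reads were collected.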
HP1b chromo inh: inhibitors of HP1-beta chromodomain binding to methylated histone tails; AlphaScreen HP1-beta / biotin-H3K9me3 peptide binding; Potency, µM (top dose mostly 114 µM), without a hit: at the highest dose activity change, negative = inhibition, actives largely listed as inhibitors; 0.56% of 390,000 active; note: potency is the fitted concentration of half-maximal effect; nearly all actives have a fitted effect of over 70% in size; inactives centre near 23
Target sequence (P83916 whole entry, looked up): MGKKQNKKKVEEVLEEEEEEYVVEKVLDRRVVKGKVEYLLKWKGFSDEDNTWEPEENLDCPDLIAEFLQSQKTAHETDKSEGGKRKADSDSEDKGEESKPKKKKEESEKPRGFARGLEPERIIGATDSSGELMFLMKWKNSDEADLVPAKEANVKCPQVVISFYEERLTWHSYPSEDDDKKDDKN
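HP1-beta protein (50 nM final) preincubated 30 min at room temperature with biotinylated H3(1-18)K9me3 peptide (50 nM) in PBS pH 7.4, 0.01% Tween-20, then compound added for 30 min. AlphaScreen streptavidin donor/nickel chelate acceptor beads (10 ug/mL final), 30 min dark, luminescence read.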
PGK inhibitor: inhibitors of T. brucei phosphoglycerate kinase; AID 602233; Potency, µM (top dose mostly 57.5 µM), for inactives: top-dose activity change, negative = inhibition, usual class: inhibitors; P07378; 0.043% of 380,000 active; PGK/GAPDH coupled, Kinase-Glo luminescence, 60 min; note: potency is the fitted concentration of half-maximal effect; % is set by controls: 0 for no effect and ±100 for the full control effect; nearly all actives have a fitted effect of over 60% in size
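Luminescent ATP detection (Kinase-Glo Plus) follows a 60-minute room-temperature incubation, with wells lacking PGK as controls. Buffer: 100 mM TEA (pH 7.6), 5 mM MgCl2, 0.01% Tween-20. Coupling enzyme GAPDH (100 nM final) supplies unstable 1,3-BPG in-well.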
mIDH1 inhibitor: human IDH1 R132H inhibition | 0.093% of 390,000 active | AID 602179 | IDH1-R132H enzyme, NADPH consumption, diaphorase/resazurin fluorescence | Potency, µM (series often up to 76.6 µM), for the others: top-dose activity change, negative = inhibition, most hits filed as inhibitors | O75874; note: potency is the fitted concentration of half-maximal effect; % is set by controls: 0 for no effect and ±100 for the full control effect; nearly all actives have a fitted effect of over 65% in size
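IDH1-R132H (0.5 ug/mL dispensed) in pH 7.5 Tris buffer was preincubated 30 min with compound, then given a substrate mix of 0.016 mM NADPH and 2 mM alpha-KG for 80 min at room temperature; remaining NADPH was read by diaphorase/resazurin fluorescence.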
PI4K2A block: blocks human PI4K2A kinase activity; Q9BTU6; purified PI4K2A, ADP-Glo luminescence, 1 h; hits give low values; activity change, negative = inhibition, % at 76.9 µM; 0.13% of 420,000 active; AID 1346378; in the data active = activity change below about -50%; inconclusive = mostly about -30% to -49%;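 note: -100% = wells without enzyme as full effect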
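Compounds are screened against recombinant PI4K2A using PI as substrate and ATP, the latter dispensed at 300 microM. Reactions run one hour at ambient temperature before ADP-Glo detection; full inhibition defined by wells lacking enzyme.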
Active calls of the source: *; i = inactive; ? = inconclusive; · = not tested or not shown; [ ] = remark or other dose. Unless noted, calls come from the whole dose curve; as a rule, active = well fitted curve in the direction sought with a large enough effect; inconclusive = small, poorly fitted or top-dose-only effect, or another doubt; inactive = no such curve, though single readings can be large; an effect the other way counts as inactive or inconclusive. Only part of the results is shown (hit frequency here may not be typical).

SMILES	Pin1 inhibitor	TrxR1 inh	USP1 inh	TrxR1 substrate	GLS inhibitor	HP1b chromo inh	PGK inhibitor	mIDH1 inhibitor	PI4K2A block
COc1ccc(NC(=O)c2cccc(NC(=O)c3ccccc3)c2)c(OC)c1	-9%	7%[57.1 µM]	-19%	-8%	4%	3%	-5%	0%	1
C=CCc1cccc2cc(C(=O)N3CCN(C(=O)OCC)CC3)c(=O)oc12	-3%	3%	-20%	-1%	0%	21%	-4%	6%	-1
CCn1c(SCC(=O)NCc2cccs2)nnc1-c1cccs1	-7%	11%	-3%	2%	-1%	12%	-8%	10%	-1
COCc1c(C(=O)OC)nnn1-c1ccc(C(F)(F)F)cc1[N+](=O)[O-]	38%	12%	-23%	2%[57.1 µM]	5%	-2%	-6%	5%	-4
Cc1ccc(CN(C)Cc2cc(=O)oc3cc(C)c(Cl)cc23)cc1	-4%	42%[activator]	-30%	10%	6%	101%[activator]	i	8%	-3
Cc1ccc(CSc2nc(=O)c3c(n2C)NC(=O)CC3c2ccc(OC(C)C)cc2)cc1 (centres undefined)	15%	-6%	-11%	2%	9%	33%	0%	-1%	-3
c1ccc(CSc2snnc2-c2ccccc2)cc1	4%	3%	-10%	-4%	18%	158%[activator]	-1%	8%	1
Cc1cc(NC(=O)COC(=O)c2n[nH]c3ccccc23)no1	0%	-16%	-8%	4%	2%	36%	-5%	1%	1
COc1ccc(/C(N)=N/OC(=O)CC2CCCCC2)cc1OC	-6%	28%	-22%	3%	-6%	46%[activator]	-3%	0%	2
CC(Sc1ccccc1F)C(=O)Nc1cccc(S(=O)(=O)N2CCOCC2)c1 (centres undefined)	2%	17%	-13%	-3%	-3%	30%	i	-5%	-4
CN(C)c1ccc(NS(=O)(=O)c2cc3c4c(c2)CC(=O)N4CCC3)cc1	-3%	-17%	-6%	-13%	36%[activator]	?	3%	-6%	1
Cc1cccc(-n2ncc3c(Nc4ccc(C)c(Cl)c4)ncnc32)c1	12%	12%[57.1 µM]	?	13%[57.1 µM]	7%	88%[activator]	i	35%[activator]	-4
Cc1cc(OC(C)C)nc(-c2ccccc2O)n1	0%	9%	-9%	-6%	-3%	169%[activator]	i	5%	-4
COCCCNC(=O)c1cc2c(-c3ccc(Cl)cc3)nn(C)c2s1	?	35%	?	37%[activator]	-1%	61%[activator]	0%	-4%	3
O=C1CN(c2nnnn2-c2ccccc2)CCN1	-14%	33%[activator]	1%	18%	4%	13%	-10%	2%	4
COc1cc(/C=C2/C(=O)ON=C2C)cc(Cl)c1O	8%	-20%[57.1 µM]	-23%	-5%[57.1 µM]	29%	-11%	-10%	0%	-6
CCc1c(CN2CCN(c3cccc(C)c3C)CC2)csc1C	-3%	7%	-22%	0%	6%	61%[activator]	-12%	3%	-4
Cc1nc(C)c(C(=O)O)c(-c2cccs2)c1C(=O)O	13%	22%	-20%	4%	-3%	32%[activator]	0%	-5%	3
O=C(C[C@H]1C[C@@H]2c3cc(NS(=O)(=O)c4ccccc4)ccc3O[C@@H]2[C@H](CO)O1)NC1CCCC1	·	·	-25%	·	28%	·	5%	-1%	1
CCOC(=O)CNC(=S)N(Cc1ccccc1F)C1CCCCC1	-3%	14%	-5%	-2%	-2%	45%[activator]	-3%	-2%	-4
CCC(C(=O)O)N1C(=O)/C(=C/C(C)=C/c2ccccc2)SC1=S (centres undefined)	0%	-8%	-12%	-14%	6%	?	-9%	-2%	-7
CCOC(=O)N/N=C(\CCC(=O)O)c1cccs1	-5%	2%	-8%	-2%	3%	29%	3%	-3%	2
Cc1noc(C)c1NC(=O)N(C)C[C@H]1Oc2ccc(NC(=O)Cn3cnnn3)cc2C(=O)N([C@H](C)CO)C[C@@H]1C	-1%	1%	-23%	0%	4%	53%[activator]	i	10%	4
CCN(CC)CCN1C(=O)c2ccccc2NC1c1ccc(N(C)C)cc1 (centres undefined)	-13%	8%[57.1 µM]	-17%	-6%[57.1 µM]	13%	6%	-4%	10%	4
CCN(CC)c1ccc(C2CC(=O)NC3=C2C(=O)CC(C)(C)C3)cc1 (centres undefined)	-5%	9%[57.1 µM]	-16%	11%[57.1 µM]	5%	7%	2%	5%	3
C=Cc1ccc(Cn2c(C(=O)O)c(CNCCc3ccco3)c3ccc(C)cc32)cc1	?	?	-23%	-5%	14%	-13%	i	8%	3
O=C(NC(=S)Nc1ccccc1C(=O)O)c1cncc(Br)c1	-7%	-3%[57.1 µM]	-13%	5%[57.1 µM]	-8%	?	-3%	3%	0
CC1(C)Cc2cccc(OCC(=O)OCC(=O)NCc3ccc(F)cc3)c2O1	0%	17%	-20%	6%	-8%	24%	-7%	-2%	0
COc1ccc(N(C)S(=O)(=O)c2ccc3c(c2)CC(C)N3C(=O)C2CC2)c(OC)c1 (centres undefined)	-2%	15%	-29%	-1%	7%	33%	-9%	-3%	6
COc1cc2ccnc(C=O)c2cc1OC	·	·	-26%	·	1%	·	-6%	0%	-15
CN(C)c1ccc(C(=O)Nc2c(C(=O)NC(C)(C)C)oc3ccccc23)cc1	-2%	65%[activator]	-19%	18%	4%	1%	i	-17%	1
CCN(C(=O)COC(=O)c1ccc(O)cc1O)c1c(N)n(Cc2ccccc2)c(=O)[nH]c1=O	1%	17%	-13%	-3%	8%	34%	i	-1%	7
Cc1cc(Cl)c(OCCOCCN2CCCCC2)c(Br)c1	-10%	-12%[57.1 µM]	-3%	-2%[57.1 µM]	7%	?	-1%	4%	-4
Cc1cc(C(=O)Cn2cnc3cc([N+](=O)[O-])ccc3c2=O)c(C)n1CC1CCCO1 (centres undefined)	14%	15%[57.1 µM]	-19%	10%[57.1 µM]	0%	-5%	1%	0%	-2
CCCCN1Cc2c(nc3cc(-c4ccccc4)[nH]n3c2=O)C1=O	-4%	44%[activator][57.1 µM]	-14%	111%[activator][57.1 µM]	24%	11%	-8%	-13%	0
COc1ccc(NC(=O)CSc2nnc(Cc3ccccc3)c(=O)n2N)cc1OC	-6%	17%	-14%	5%	-10%	11%	i	2%	4
O=C1CC(c2ccc(Cl)cc2)N=C(NC(=O)c2ccccc2)N1 (centres undefined)	-10%	24%[57.1 µM]	15%	-3%[57.1 µM]	-16%	17%	10%	0%	2
CC(C)c1ccc(C(=O)OCC(=O)NC2CCCC2)cc1	-2%	9%	1%	-1%	-1%	35%	-4%	-9%	-3
O=C(NCCc1ccccc1Cl)C1CCN(c2nc3ccccc3nc2C(F)(F)F)CC1	-5%	20%[57.1 µM]	-8%	4%[57.1 µM]	-18%	24%	-1%	12%	-3
CC(C)n1nc(CC(=O)O)c2ccccc2c1=O	-1%	-3%	-11%	6%[57.1 µM]	4%	28%	2%	-5%	-5

Reprinted from above, 3 compounds:
SMILES	Pin1 inhibitor	TrxR1 inh	USP1 inh	TrxR1 substrate	GLS inhibitor	HP1b chromo inh	PGK inhibitor	mIDH1 inhibitor	PI4K2A block
COc1ccc(NC(=O)c2cccc(NC(=O)c3ccccc3)c2)c(OC)c1	-9%	7%[57.1 µM]	-19%	-8%	4%	3%	-5%	0%	1
C=CCc1cccc2cc(C(=O)N3CCN(C(=O)OCC)CC3)c(=O)oc12	-3%	3%	-20%	-1%	0%	21%	-4%	6%	-1
CCn1c(SCC(=O)NCc2cccs2)nnc1-c1cccs1	-7%	11%	-3%	2%	-1%	12%	-8%	10%	-1

Other records:
SMILES	Pin1 inhibitor	TrxR1 inh	USP1 inh	TrxR1 substrate	GLS inhibitor	HP1b chromo inh	PGK inhibitor	mIDH1 inhibitor	PI4K2A block
O=C(OCc1ccccc1Cl)c1ccccc1C(=O)c1ccccc1	0%	9%	-13%	0%	2%	206%[activator]	-3%	0%	2
O=C(Nc1ccc2c(c1)ncn2-c1ccccc1)c1ccco1	1%	-16%	-7%	10%[57.1 µM]	-3%	8%	5%	1%	-1
CCOC(CNC(=O)c1ccc(CNC(=O)c2ccc(OC)c(OC)c2)cc1)OCC	-1%	15%[57.1 µM]	-20%	-15%[57.1 µM]	-11%	27%	-11%	1%	10
Cc1cc(NC(=O)CSCC(=O)N2CCN(c3cccc(C)c3C)CC2)no1	-7%	3%	-19%	1%	5%	42%[activator]	-5%	6%	-2
O=C(O)CN=C(NS(=O)(=O)c1ccc(Cl)cc1)c1ccccc1	5%	17%	8%	1%	9%	18%	-6%	17%	3
CCn1c(=O)cc(OCC(=O)N2CCN(c3ccc(OC)cc3)CC2)c2ccccc21	5%	-2%	-5%	-2%	6%	-18%	-2%	-2%	0
COc1ccccc1-c1noc(CCCC(=O)Nc2ccc(C(N)=O)cc2)n1	1%	24%	-21%	8%	-6%	33%	-1%	1%	11
O=C(NC(=S)Nc1ccc(Cl)c(C(=O)O)c1)c1cncc(Br)c1	5%	-13%	-3%	-1%	19%	-14%	-5%	4%	-3
CCN1C(=O)[C@@H]2[C@@H](c3ccc(-c4ccc(F)cc4)cc3)N3CCCC[C@@]3(C(=O)OC)[C@@H]2C1=O	18%	2%	-12%	7%	0%	11%	2%	-11%	0
COc1ccc(N2CC(C(=O)OCC(=O)c3ccc(C)cc3)CC2=O)cc1 (centres undefined)	-1%	29%	3%	0%	0%	28%	·	5%	0
Fc1ccc(-c2ccc(-c3nn4c(-c5ccco5)nnc4s3)o2)cc1	23%	35µM*	-3%	2%	1%	20%	-6%	8%	-9
Cn1c(=O)c(C(=O)CN2CCCCC2)c(N)n(Cc2ccccc2)c1=O	0%	9%	-7%	4%	-3%	21%	-4%	-8%	-1
